Screens as filed in PubChem BioAssay.
FN deposition inh: fibronectin deposition inhibition. AH1F fibroblasts, Alexa488-fibronectin deposition fluorescence, overnight. inhibition, % at 12.6 µM. 350,000 compounds, 0.086% hits;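 active = mean inhibition across replicates of 30% or more, regardless of how many single replicates reach that level; inconclusive = mean under 30% yet at least half of replicates reach 30%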;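 note: positive control wells lacked labelled fibronectin entirely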
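Material: AH1F fibroblast monolayer depositing Alexa488-labelled fibronectin into matrix / Amount: 10000 AH1F cells per well / Signal: fluorescence 485/525 nm / Medium: DMEM, 2% serum / Compound: single dose, pinned / Incubation: 1 h cell adhesion before compound, then overnight fibronectin incubation / Reagent: Alexa488-FN, 24 nM final / Read-out: inhibition of fibronectin deposition signal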
esBAF inh: blocks esBAF chromatin remodeling in mouse ES cells; reporter increase, % at 12.5 µM; 350,000 compounds, 2% hits; Bmi1-luciferase knock-in reporter, 24 h; 100% = twice the neutral-well signal; in the data active = activation above about 40%; inconclusive = no clear call, values can overlap the other calls;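 note: 0% = median of the plate's neutral control wells and 100% = double that signal; a rise in the Bmi1 reporter signal indicates esBAF inhibition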
Casp6 inh: inhibitors of human caspase-6; P55212; purified caspase-6, Z-VEID-R110 cleavage fluorescence; inhibition, % at 12.5 µM; 350,000 compounds, 0.53% hits; AID 686996;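 active = mean inhibition across replicates at least about 35%, with every replicate also reaching that limit, limit read from the data; inconclusive = only one of the two criteria met; inactive = neither criterion met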;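 note: 0% = median of neutral control wells and 100% = no fluorescence left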
Target sequence (P55212 24-179 limits assumed): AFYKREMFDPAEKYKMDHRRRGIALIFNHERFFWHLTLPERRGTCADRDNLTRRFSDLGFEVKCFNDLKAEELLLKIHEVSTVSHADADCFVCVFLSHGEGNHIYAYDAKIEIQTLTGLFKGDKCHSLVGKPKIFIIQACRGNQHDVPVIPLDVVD
Target sequence (P55212 194-293 limits assumed): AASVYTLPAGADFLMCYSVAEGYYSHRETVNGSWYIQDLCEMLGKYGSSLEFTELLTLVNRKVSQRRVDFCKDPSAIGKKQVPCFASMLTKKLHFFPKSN
S100A4 inh HTS: blocks human S100A4 binding to myosin IIA peptide | S100A4/TAMRA-MyoIIA peptide fluorescence polarization | inhibition, % at 10.7 µM | 360,000 compounds, 0.14% hits | AID 652163;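 active = mean inhibition of at least 70% across replicates, with every replicate also reaching that level; inconclusive = mean inhibition reaches 70% but some replicates fall short; inactive = mean inhibition below 70%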
Target sequence (P26447 whole entry, looked up): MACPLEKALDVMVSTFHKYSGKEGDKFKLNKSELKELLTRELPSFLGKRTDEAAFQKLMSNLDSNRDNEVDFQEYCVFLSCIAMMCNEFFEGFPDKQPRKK
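Assay system: human S100A4 monomer with TAMRA-labelled myosin IIA peptide / Buffer or medium: Calcium-containing HEPES buffer, pH 7.2 / Reagent: TAMRA-labelled myosin IIA heavy-chain peptide probe, 5 nM / Compound: one dose per compound / Timing: polarization read 5 min after assay mix addition, stable 5–60 min / Benchmarks: neutral control DMSO, positive control TFP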
SIRT5 inh: inhibitors of human sirtuin-5 desuccinylase; 330,000 compounds, 1.1% hits; Purified SirT5, succinyl-peptide AMC, trypsin-coupled fluorescence; inhibition, % at 15 µM; Q9NXA8; in the data active = inhibition above about 15%; inconclusive = no clear call, values can overlap the other calls
Target sequence (Q9NXA8 whole entry, looked up): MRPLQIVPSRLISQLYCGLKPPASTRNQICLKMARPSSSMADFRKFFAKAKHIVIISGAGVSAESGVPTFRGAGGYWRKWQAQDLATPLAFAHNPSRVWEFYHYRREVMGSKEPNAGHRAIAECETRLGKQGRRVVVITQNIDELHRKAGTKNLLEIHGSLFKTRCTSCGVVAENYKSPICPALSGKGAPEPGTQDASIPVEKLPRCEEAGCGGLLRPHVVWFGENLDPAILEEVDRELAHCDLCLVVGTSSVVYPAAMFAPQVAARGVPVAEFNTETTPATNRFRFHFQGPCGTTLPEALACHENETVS
LGR2 antag: Drosophila LGR2 receptor signaling inhibition | HEK293 LGR2, CRE-luciferase, bursicon-stimulated, 4 h | inhibition, % at 9.99 µM | 380,000 compounds, 0.35% hits;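 active = drop in luminescence signal, shown as inhibition above about 50% in the replicate tests, limit read from the data, passing the limit was not always enough; inconclusive = probably only some replicates passing the limit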;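 note: agonist challenge used bursicon conditioned medium at about half maximal strength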
C2C12 statin: protects C2C12 myotubes from simvastatin toxicity. ATP luminescence, 48 h; scaled: DMSO 0, geranylgeraniol control 100. rescue of ATP level, % at 7.49 µM. 330,000 compounds, 0.78% hits;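 active = mean ATP rescue above about 67%, or every replicate alone reaching that limit, limit read from the data, passing the limit was not always enough; inconclusive = no clear call, values can overlap the other calls; inactive = mean under the limit and some replicate under it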;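 note: myotubes were challenged with 10 µM simvastatin during compound exposure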
An asterisk follows results filed as active; u = inconclusive; x = not tested or not shown; & = joins results of further samples. Only part of the results is shown; count on the stated rates, not on these rows.

Molecule	FN deposition inh	esBAF inh	Casp6 inh	S100A4 inh HTS	SIRT5 inh	LGR2 antag	C2C12 statin
CO[C@@H]1CN(C)C(=O)c2ccc(NS(=O)(=O)c3ccc(Cl)cc3)cc2OC[C@H](C)N(C(=O)NC(C)C)C[C@@H]1C	1	2	1	-13	3	-4	14
Cc1cc(=O)c2c(N(C)C)cccc2[nH]1	-1	0	-3	-2	-39	-11	-13
O=C(C1CCCN(Cc2ccc([N+](=O)[O-])cc2)C1)N1CCCCC1 (stereo not given)	4	-7	-9	-2	0	18	-2
O=C1N(C2CCCC2)C[C@@H]2C[C@@H](c3cccn3-c3nccs3)N3CCC[C@@]123	7	x	0	-1	-5	8	x
COc1ccccc1C(=O)n1nc(-c2ccco2)nc1SC	-23	x	-1	-9	4	5	x
O=C(NC1CCCCC1)[C@@H]1CSC2c3ccccc3C(=O)N21 (stereo not given in full)	1	5	-1	9	-2	5	23
CC(=O)NS(=O)(=O)c1ccc(N=NN2CCCCCC2)cc1	4	x	1	0	-11	x	x
O=S(=O)(NCc1nnc2ccccn12)c1ccc(F)cc1	-8	-8	-55	-4	-5	8	-7
CC(=O)Nc1ccc(NC(=O)CSC2=NS(=O)(=O)c3cc(Cl)ccc3N2)cc1	2	0	1	2	-8	21	0
Cn1sc(NC(=O)c2ccccc2Cl)nc1=O	-4	11	x	x	x	x	5
CN1c2ccc(-c3ccc(F)cc3)cc2[C@H]2[C@H](CCN2C(=O)c2ccncc2)[C@H]1CO	-7	-1	x	x	0	7	-5
CCC(C)NC(=S)N(Cc1cc2cc(C)ccc2n2nnnc12)CC(C)(C)NC(C)C (stereo not given)	-1	-10	2	-4	1	-13	-6
O=C(Nc1cccc(C(F)(F)F)c1)c1csc([C@H]2C[C@H](O)[C@@H](CO)O2)n1	1	-8	-1	-5	0	3	-20
CCCSc1ccc(C(=O)Nc2ccc(Cl)cc2)cn1	-1	29	-2	-1	0	-63	-32
CCOC(=O)c1c(NC(=O)CSc2nc3ccc(OC)cc3[nH]2)sc2c1CC(C)(C)NC2(C)C	-1	-13	7	-5	-1	3	0
Cc1ccc(S(=O)(=O)Nc2ccc3c(c2)C(=O)N([C@H](C)CO)C[C@@H](C)[C@@H](CN(C)S(=O)(=O)c2ccc(F)cc2)O3)cc1	x	-2	-1	-4	-8	15	16
Cn1cccc1C(=O)/C(C#N)=C/c1ccc(F)cc1	3	-2	2	-8	-2	-9	-8
C[C@@H]1CN([C@@H](C)CO)C(=O)CCCn2nncc2CO[C@@H]1CN(C)C(=O)Nc1cccc(F)c1	-10	4	-3	3	1	19	-2
Cn1nccc1C(=O)NC1CCCc2c1cnn2-c1ccc(F)cc1F (stereo not given)	x	-13	-1	-3	0	17	-11
O=C1OCCN1C(=O)[C@H]1[C@H](c2ccc([N+](=O)[O-])cc2)C(c2cccc(Cl)c2)=NN1c1ccccc1	5	-1	-3	6	3	4	13
CC(C)n1ncc2c(C(=O)N3CCN(c4ccc(F)cc4)CC3)cc(-c3ccccc3)nc21	0	-9	1	-5	-1	17	5
COc1cccc(-c2nn(-c3ccccc3)cc2CN(C)Cc2c(C)nc3ccccn23)c1	5	-2	-2	5	-7	16	-1
CCOP(=O)(c1ccc(N(C)C)cc1)C(O)c1ccc(Cl)cc1 (stereo not given)	-5	-2	x	x	x	x	6
CC(C)=CCCC(C)CN1CCC(n2nccc2NC(=O)c2cccnc2)CC1 (stereo not given)	3	-7	-11	-30	-6	0	6
CC(=O)COC(=O)C1CC(=O)N(c2ccc(C)c(C)c2)C1 (stereo not given)	x	x	-2	0	-5	5	x

Remaining list, next part:
Molecule	FN deposition inh	esBAF inh	Casp6 inh	S100A4 inh HTS	SIRT5 inh	LGR2 antag	C2C12 statin
Cc1nn(CC(=O)Nc2ccc(N3CCOCC3)cc2)c(C)c1[N+](=O)[O-]	9	-1	4	-3	0	8	0
Cc1nn2c(-c3ccc(F)cc3)ccnc2c1Cl	4	3	0	4	-3	12	-13
CC(=O)N1CCN(S(=O)(=O)c2cccc(C(=O)NCCC3=CCCCC3)c2)CC1	1	-1	0	1	-7	16	3
C[C@H]1CN([C@@H](C)CO)C(=O)c2cccc(NC(=O)Nc3ccc4c(c3)OCO4)c2O[C@H]1CN(C)CC1CCCCC1	-2	-3	0	6	2	-5	8
COc1ccccc1NC(=O)N1CCCCN2[C@H](C1)[C@@H](c1ccc(-c3cccc(F)c3)cc1)[C@@H]2CO	x	-1	-1	6	10	42	-42
Cc1c(Cl)cccc1NC(=O)CNC(=O)c1ccc2c(c1)OCCO2	-1	3	-3	4	-2	-2	-2
Cc1cc(C)c(NC2=NS(=O)(=O)c3ccccc32)c(C)c1	x	2	-1	-7	-2	0	u
CC1CCN(C(=S)SCc2nc(N)nc(Nc3ccccc3)n2)CC1	-7	x	0	-11	-5	-21	x
C[C@H](CO)N1C[C@H](C)[C@@H](CN(C)CC2CCCCC2)Oc2c(NC(=O)Cc3ccccc3)cccc2C1=O	7	9	3	18	21*	-2	13
CCCCn1c(N)c(N(CC(C)C)C(=O)c2ccc(COc3ccccc3)o2)c(=O)[nH]c1=O	-1	0	3	-3	0	-3	10
C[C@H](O)C#Cc1ccc([C@@H]2[C@H]3CN(C(=O)c4ccc5c(c4)OCO5)CCCCN3[C@H]2CO)cc1	-6	5	-6	2	6	-11	-5
OC(CN1CCN(c2cccc(Cl)c2)CC1)c1ccccc1 (stereo not given)	-8	7	0	0	-12	13	11
CCOC(=O)CCCc1ccc(/C(C)=N/NC(=S)NC)cc1	-5	x	0	-18	-6	0	x
O=C(COc1cccc([N+](=O)[O-])c1)N/N=C/c1ccco1	x	x	2	-1	0	-1	x
Cc1c(Cl)cnc(NC(=O)COC(=O)c2ccc3ncsc3c2)c1Cl	8	-54	18	-7	-2	8	1
O=C(COc1ccc(Cl)cc1)NCc1nnc(SCC(=O)N2CCCCCC2)o1	-6	-4	-1	4	-5	22	7
CC(C)CNc1ncnc2c1ncn2[C@H]1CN(Cc2cccc3ccccc23)C[C@@H](CO)O1	-1	13	2	7	x	2	2
COc1cc(C2OCC3C(c4cc(OC)c(OC)c(OC)c4)OCC23)cc(OC)c1OC (stereo not given)	x	10	2	-1	-14	-1	9
COC(=O)c1ccc(C(=O)NC2CCCc3c2cnn3-c2ccc(C)c(C)c2)cc1 (stereo not given)	x	-29	-3	-1	-5	-5	-20
CCN(CC(=O)NC(=O)NCc1ccccc1)Cc1nc2ccccc2c(=O)[nH]1	-6	-10	-5	11	0	-16	-8
CC1=C(C(=O)O)CC(S(=O)(=O)O)C1(C)C (stereo not given)	x	x	5	-1	-27	-15	x
Cc1ccc(C(c2nc3ccccc3[nH]2)n2c(-c3ccccc3)nc3ccccc32)cc1 (stereo not given)	-12	70*	-2	-5	2	-58	2
COc1ccc(NC(=O)Nc2ccc3c(c2)CC(=O)N([C@H](C)CO)C[C@H](C)[C@@H](CN(C)C(=O)Nc2ccc4c(c2)OCO4)O3)cc1	-6	-1	x	3	6	-13	6
Oc1c(Cl)cc(Cl)c(Cl)c1Cc1c(O)c(Cl)cc(Cl)c1Cl	-10	-50	45*	-1&6	16*	38	-135
COCCNC(=O)CN1C(=O)CSc2ncccc21	-11	-7	1	4	x	-4	-5
O=C(OCC(=O)c1ccc(Cl)s1)c1cncc(Br)c1	-21	-7	2	1	-2	-10	-5
Cc1cc2c(cc(C(=O)OC(C)C(=O)NCc3ccc(F)cc3)n2C)o1 (stereo not given)	5	-3	-3	-6	-7	0	-6
O=C(c1ccc(NS(=O)(=O)c2ccc(F)cc2)cc1)N1CCCCCC1	8	x	3	-8	17*	10	x

Sorted by SMILES length (smallest number first): part of the list above.
Molecule	FN deposition inh	esBAF inh	Casp6 inh	S100A4 inh HTS	SIRT5 inh	LGR2 antag	C2C12 statin
COCCNC(=O)CN1C(=O)CSc2ncccc21	-11	-7	1	4	x	-4	-5
Cc1nn2c(-c3ccc(F)cc3)ccnc2c1Cl	4	3	0	4	-3	12	-13
CC1=C(C(=O)O)CC(S(=O)(=O)O)C1(C)C (stereo not given)	x	x	5	-1	-27	-15	x
OC(CN1CCN(c2cccc(Cl)c2)CC1)c1ccccc1 (stereo not given)	-8	7	0	0	-12	13	11
Cc1cc(C)c(NC2=NS(=O)(=O)c3ccccc32)c(C)c1	x	2	-1	-7	-2	0	u
O=C(COc1cccc([N+](=O)[O-])c1)N/N=C/c1ccco1	x	x	2	-1	0	-1	x
Oc1c(Cl)cc(Cl)c(Cl)c1Cc1c(O)c(Cl)cc(Cl)c1Cl	-10	-50	45*	-1&6	16*	38	-135
O=C(c1ccc(NS(=O)(=O)c2ccc(F)cc2)cc1)N1CCCCCC1	8	x	3	-8	17*	10	x
CCN(CC(=O)NC(=O)NCc1ccccc1)Cc1nc2ccccc2c(=O)[nH]1	-6	-10	-5	11	0	-16	-8
Cc1nn(CC(=O)Nc2ccc(N3CCOCC3)cc2)c(C)c1[N+](=O)[O-]	9	-1	4	-3	0	8	0
COc1cc(C2OCC3C(c4cc(OC)c(OC)c(OC)c4)OCC23)cc(OC)c1OC (stereo not given)	x	10	2	-1	-14	-1	9
Cc1ccc(C(c2nc3ccccc3[nH]2)n2c(-c3ccccc3)nc3ccccc32)cc1 (stereo not given)	-12	70*	-2	-5	2	-58	2
CC(C)CNc1ncnc2c1ncn2[C@H]1CN(Cc2cccc3ccccc23)C[C@@H](CO)O1	-1	13	2	7	x	2	2
CCCCn1c(N)c(N(CC(C)C)C(=O)c2ccc(COc3ccccc3)o2)c(=O)[nH]c1=O	-1	0	3	-3	0	-3	10
COc1ccccc1NC(=O)N1CCCCN2[C@H](C1)[C@@H](c1ccc(-c3cccc(F)c3)cc1)[C@@H]2CO	x	-1	-1	6	10	42	-42
C[C@H](O)C#Cc1ccc([C@@H]2[C@H]3CN(C(=O)c4ccc5c(c4)OCO5)CCCCN3[C@H]2CO)cc1	-6	5	-6	2	6	-11	-5
COc1ccc(NC(=O)Nc2ccc3c(c2)CC(=O)N([C@H](C)CO)C[C@H](C)[C@@H](CN(C)C(=O)Nc2ccc4c(c2)OCO4)O3)cc1	-6	-1	x	3	6	-13	6
